ARFGAP1 inh: inhibitors of rat ARFGAP1; 360,000 tested, 0.26% active; Arfgap1-stimulated ARF1 GTP hydrolysis, GDP FP detection; inhibition, % at 16.5 µM;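 active = inhibition above a per-plate limit, mean inhibition of low control wells plus 3 SD, cut at about 25% in these data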;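 note: 0% = DMSO wells with enzyme and 100% = wells lacking Arfgap1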
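material = rat Arfgap1 catalytic domain, aa 1-136 | also added = human ARF1(Δ1-17)-GTP substrate | compound dosing = one concentration, 16.5 µM, DMSO 1.26% | times = GTP hydrolysis reaction 2 h at 25 °C | measured by = FP, GDP Alexa 633 tracer displaced from anti-GDP antibody, 620/688 nm | evaluation = percent inhibition of Arfgap1-stimulated GTP hydrolysis | replication = single well per compound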
PLC-gamma1 inh: inhibitors of human phospholipase C gamma1 | P19174 | purified PLC-gamma1, fluorogenic substrate, fluorescence | inhibition, % at 12.2 µM | 370,000 tested, 0.84% active | AID 720700; in the data active = inhibition above about 9.5%
ASAP1 GAP inh: inhibitors of human ASAP1 ArfGAP activity; Q9ULH1; ASAP1-stimulated ARF1 GTP hydrolysis, GDP FP detection; inhibition, % at 16.5 µM; 360,000 tested, 0.19% active; AID 624377; in the data active = inhibition above about 25%;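 note: 0% = vehicle with enzyme and substrate and 100% = no enzyme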
DDE Tn7 FP inh: inhibitors of Tn7 peptide binding to human fibrin DD(E); P02675; FP displacement of FITC-Tn7 peptide from fibrin DD(E); 0% = median of compound wells per plate; inhibition, % at 8.3 µM; 370,000 tested, 0.13% active; AID 720508;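 active = inhibition above the mean of compounds falling within the control limits plus 3 SD of them, cut at about 14% in these data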;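 note: 0% = plate median of compound wells and 100% = 10 µM Aha-Tn7 peptide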
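Test system: human clot-derived fibrin DD(E) complex / Quantity: 2 µM final DD(E) protein / Incubation: 10 min plus 3 h, room temperature / Measured by: fluorescence polarization / Benchmarks: high control of 10 µM Aha-Tn7 peptide / Replicates: singlicate testing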
PLC-beta3 inh: PLC-beta3 (human) inhibition, primary screen | 370,000 tested, 0.18% active | Purified PLC-beta3, fluorogenic substrate, fluorescence | inhibition, % at 12.2 µM | Q01970; in the data active = inhibition above about 11%;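 note: 0% = median of compound wells on plate and 100% = full blocker control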
Target sequence (Q01970 whole entry, looked up): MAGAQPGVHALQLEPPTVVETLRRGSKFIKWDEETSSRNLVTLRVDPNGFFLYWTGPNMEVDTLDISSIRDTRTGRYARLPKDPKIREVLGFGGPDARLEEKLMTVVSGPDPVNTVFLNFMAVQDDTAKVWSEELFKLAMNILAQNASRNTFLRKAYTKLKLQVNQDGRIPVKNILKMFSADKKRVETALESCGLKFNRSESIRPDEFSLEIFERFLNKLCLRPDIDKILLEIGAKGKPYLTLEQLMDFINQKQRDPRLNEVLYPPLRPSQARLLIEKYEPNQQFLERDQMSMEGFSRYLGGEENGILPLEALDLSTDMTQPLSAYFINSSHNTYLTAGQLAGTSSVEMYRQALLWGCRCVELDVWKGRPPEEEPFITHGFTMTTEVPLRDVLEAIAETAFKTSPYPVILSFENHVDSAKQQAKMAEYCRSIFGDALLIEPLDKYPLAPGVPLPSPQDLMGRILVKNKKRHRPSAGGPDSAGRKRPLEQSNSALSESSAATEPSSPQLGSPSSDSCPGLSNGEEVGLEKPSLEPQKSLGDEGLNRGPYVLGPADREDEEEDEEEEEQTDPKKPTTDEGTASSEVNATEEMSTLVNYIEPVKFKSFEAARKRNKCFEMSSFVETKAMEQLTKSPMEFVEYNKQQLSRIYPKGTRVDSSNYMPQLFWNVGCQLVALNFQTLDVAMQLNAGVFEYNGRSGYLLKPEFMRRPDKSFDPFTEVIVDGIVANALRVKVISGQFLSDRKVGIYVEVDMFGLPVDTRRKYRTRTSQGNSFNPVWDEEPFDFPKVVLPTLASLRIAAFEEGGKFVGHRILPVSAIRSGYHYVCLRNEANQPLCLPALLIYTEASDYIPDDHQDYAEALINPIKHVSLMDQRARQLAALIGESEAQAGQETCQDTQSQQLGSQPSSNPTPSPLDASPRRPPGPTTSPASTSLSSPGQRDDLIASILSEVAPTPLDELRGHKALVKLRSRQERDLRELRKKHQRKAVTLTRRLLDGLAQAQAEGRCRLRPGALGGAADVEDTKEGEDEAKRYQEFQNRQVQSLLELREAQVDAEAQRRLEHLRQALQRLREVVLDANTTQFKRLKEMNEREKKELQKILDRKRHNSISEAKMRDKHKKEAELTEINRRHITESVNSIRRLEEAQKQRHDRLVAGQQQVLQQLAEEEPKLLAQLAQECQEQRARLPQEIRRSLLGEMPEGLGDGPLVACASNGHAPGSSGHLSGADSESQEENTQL
UHRF1 MBD2 ctr: human UHRF1 methylated DNA binding inhibitors | AID 687016 | Q96T88 | 370,000 tested, 0.75% active | inhibition, % at 4.4 µM | UHRF1 binding to methylated oligo, TR-FRET; in the data active = inhibition above about 21%;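 note: UHRF1 SRA domain binding a hemimethylated CpG hairpin DNA probe; 0% = median of test compound wells and 100% = reference inhibitor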
Tn6 DDE FP: disrupts Tn6 cyclic peptide binding to fibrin D-Dimer-E complex; inhibition, % at 8.3 µM; P02675; AID 720509; Fibrin DD(E) TRITC-Tn6 fluorescence polarization displacement; 370,000 tested, 0.21% active;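 active = inhibition above a per-campaign cutoff: mean of compounds within control limits plus 3 SD, cut at about 15% in these data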;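 note: 0% = median of all compound wells on the plate and 100% = blocking peptide control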
NR1D1 modulator: modulators of human Rev-erb alpha DNA binding. Rev-erbα–FITC-DNA binding, fluorescence polarization, 90 min. activity, % at 10 µM. P20393. 370,000 tested, 0.79% active;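 active = activity above about 14%, limit read from the data; passing the limit was not always enough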;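 note: 0% = DMSO wells with 35 nM protein and 100% = DMSO wells with 750 nM protein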
sPLA2-III inh: Inhibits HGIII-sPLA2 liposome hydrolysis, primary screen; 370,000 tested, 0.56% active; QFRET BODIPY PC-A2 liposome hydrolysis, fluorescence; inhibition, % at 12.2 µM; Q9NZ20;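 active = inhibition above mean plus 3 SD of compounds lying within the high and low control bounds, cut at about 19% in these data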;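 note: 0% = median of test compound wells and 100% = no enzyme DMSO wells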
proKLK7 act: activators of human kallikrein-7 zymogen | 370,000 tested, 0.9% active | P49862 | purified proKLK7, EDANS-DABCYL substrate fluorescence; 100% is mature enzyme control, 0% vehicle | activation, % at 7 µM | AID 652039;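 active = activation above the mean of all tested compounds plus 3 SD, computed per campaign excluding outliers beyond control limits, cut at about 13% in these data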
* hit, by the source's call.

The first three entries, to show the layout:
nr	ARFGAP1 inh	PLC-gamma1 inh	ASAP1 GAP inh	DDE Tn7 FP inh	PLC-beta3 inh	UHRF1 MBD2 ctr	Tn6 DDE FP	NR1D1 modulator	sPLA2-III inh	proKLK7 act	SMILES
1	2.2	2.7	-1.2	-9.6	3.1	1.5	-0.8	-4.5	-2.4	0.0	CCCn1c(CCNc2nc(-c3ccc(Cl)c([N+](=O)[O-])c3)cs2)nc2cc(Cl)c(Cl)cc21
2	-7.5	-30.7	7.3	1.4	-42.9	1.9	4.4	-0.6	-6.1	-0.1	COc1ccc(-c2cc(NC(=O)Cc3c[nH]c4ccccc34)ccc2N(C)c2cccnc2)cc1F
3	0.6	1.1	-12.0	0.5	-8.6	-0.5	2.1	-0.2	0.3	-0.7	COc1ccc(OC)c(NC(=O)CN2C(=O)CSc3ccc(S(=O)(=O)N4CCCC4)cc32)c1

The whole of this part, from the start:
nr	ARFGAP1 inh	PLC-gamma1 inh	ASAP1 GAP inh	DDE Tn7 FP inh	PLC-beta3 inh	UHRF1 MBD2 ctr	Tn6 DDE FP	NR1D1 modulator	sPLA2-III inh	proKLK7 act	SMILES
1	2.2	2.7	-1.2	-9.6	3.1	1.5	-0.8	-4.5	-2.4	0.0	CCCn1c(CCNc2nc(-c3ccc(Cl)c([N+](=O)[O-])c3)cs2)nc2cc(Cl)c(Cl)cc21
2	-7.5	-30.7	7.3	1.4	-42.9	1.9	4.4	-0.6	-6.1	-0.1	COc1ccc(-c2cc(NC(=O)Cc3c[nH]c4ccccc34)ccc2N(C)c2cccnc2)cc1F
3	0.6	1.1	-12.0	0.5	-8.6	-0.5	2.1	-0.2	0.3	-0.7	COc1ccc(OC)c(NC(=O)CN2C(=O)CSc3ccc(S(=O)(=O)N4CCCC4)cc32)c1
4	17.0	-27.3	6.7	1.7	-6.2	3.1	0.5	0.3	5.2	0.1	Cn1c(=O)c2c(nc(N/N=C/c3cccs3)n2Cc2ccccc2)n(C)c1=O
5	5.1	2.5	-3.5	8.4	-2.1	2.6	3.9	-4.8	7.1	0.2	COCCn1c(COc2cccc(OC)c2)nnc1SCC(=O)N1CCOCC1
6	-6.8	0.2	-17.8	-2.1	1.9	0.4	2.7	-0.3	-6.8	0.1	CCc1ccc(CN2CCC(CO)(CC3CCCCO3)CC2)o1 (configuration not stated)
7	3.4	0.0	14.8	0.3	5.6	0.2	1.9	6.3	-4.2	0.1	CC(C)(C)c1cc(C2COC(=O)COCCOCC(=O)OCCOCCO2)cc(C(C)(C)C)c1O (configuration not stated)
8	-0.5	6.2	10.2	1.5	3.8	3.2	-6.9	1.0	10.7	0.0	CCOC(=O)N1CCN(CCC(=O)c2ccc(OC)cc2)CC1
9	-5.4	-2.2	-9.1	-5.2	2.1	-0.5	-4.3	5.1	2.1	0.5	COC(=O)c1cn(NC(=O)C2CCC(C)CC2)c(=O)c2ccccc12 (configuration not stated)
10	6.3	2.4	12.7	7.4	1.4	-0.8	-0.5	-0.2	-8.6	-0.1	Cc1ccc(NC(=O)c2ccc(C(C)(C)C)cc2)cc1-n1cnnn1
11	2.7	-0.4	6.2	0.4	0.3	-0.4	2.7	-2.5	1.6	0.2	CCOc1ccc(C(=O)Nc2cccc(C(=O)O)c2C)cc1Cl
12	8.6	3.8	2.7	-8.6	2.2	-4.5	8.2	9.8	-3.2	-0.7	Cc1ccc(S(=O)(=O)N(C)c2ccc(C)c([N+](=O)[O-])c2)cc1
13	8.7	-1.6	-1.5	4.7	-8.8	4.3	-2.6	4.2	-14.6	-1.2	COc1cccc(-c2ccc3ncnc(NCc4cccc(C)c4)c3c2)c1
14	2.2	2.2	-8.1	2.7	-5.0	-3.2	-5.0	0.4	-5.5	0.1	COc1ccc(S(=O)(=O)NCC2CCCN(C(=O)CCSC)C2)cc1 (configuration not stated)
15	-0.4	2.3	15.7	-0.5	0.1	-1.4	0.1	-3.7	-10.6	-0.1	Cc1cc2oc(C(=O)Nc3ccc(S(=O)(=O)Nc4nccs4)cc3)cc(=O)c2cc1Cl
16	-5.8	2.8	-0.3	0.2	2.1	-2.0	-4.2	-2.0	-3.1	-0.9	CCOC(=O)CSc1nnc(NC(=O)NC(C)C)s1
17	0.4	-4.4	8.3	-0.6	-12.0	-1.9	-4.3	-3.5	-2.4	0.4	O=[N+]([O-])c1cccc(N=Cc2sc3ccccc3c2O)c1
18	-6.3	-1.2	-0.4	7.2	-3.4	-2.7	-1.4	-21.3	5.2	-0.6	O=[N+]([O-])c1ccc(NN=Cc2cc(Br)ccc2O)nc1
19	8.2	2.2	-1.1	4.1	2.3	0.8	6.6	-1.3	1.2	0.5	Cc1ccc(N(c2ncnc(N)c2[N+](=O)[O-])C2CCCCC2)cc1
20	12.0	2.7	-11.7	1.2	1.0	-2.3	-4.6	2.0	-4.7	0.7	COc1ccccc1N1CCN(CC(O)COc2ccc3c(c2)OCO3)CC1 (configuration not stated)
21	13.8	0.7	14.1	-1.2	-0.2	0.0	-4.7	0.8	-1.5	0.1	Cc1ccc(/C(N)=N/OC(=O)/C=C/c2ccccc2)cc1
22	-6.6	0.5	-7.4	-0.9	-3.3	0.0	4.2	0.6	0.8	-0.5	CNC1(c2nnnn2-c2c(C)cccc2C)CCOC(C)(C)C1 (configuration not stated)
23	11.7	-0.3	9.3	-2.1	-8.7	-0.8	0.7	-0.1	5.4	0.9	Cc1ccccc1Cn1c2ccccc2c2cnn(CC(=O)NCCCN3CCOCC3)c(=O)c21
24	6.7	0.4	10.1	-3.5	-5.5	4.2	2.1	-0.5	-7.0	-0.6	O=C1C(=O)N2C(=C1C(=O)N1CCCCCC1)c1ccccc1CC21CCCC1
25	-8.6	2.6	6.3	-4.2	1.8	1.3	-4.0	-5.5	-1.0	0.1	Cc1cc(C(C)(C)C)oc1C(=O)NCCCNC(=O)c1oc(C(C)(C)C)cc1C
26	4.0	0.2	3.3	-1.8	-7.7	-1.3	1.4	-3.3	-2.6	0.2	O=C(Nc1cc(=O)[nH]c2ncnn12)c1ccco1
27	8.3	-31.6	5.8	0.8	-48.2	5.2	-0.1	-1.8	1.3	2.0	Cc1c(C)c2ccc(OCC(=O)N(C)C3CCS(=O)(=O)C3)c(C)c2oc1=O (configuration not stated)
28	-5.7	-26.9	-2.9	0.6	-28.2	-2.3	6.9	4.3	-4.1	0.7	Cc1cc(C)n2cc(CSc3nnnn3-c3ccccc3C)nc2n1
29	-9.7	13.6*	-5.0	-7.8	7.0	1.5	-7.2	4.7	-14.5	0.3	COc1ccc(-c2ccc(CN3C(CC(C)C)C(=O)N(Cc4cn(CC5CCCCC5)nn4)CCS3(=O)=O)cc2)cc1 (configuration not stated)
30	2.1	0.1	7.4	-1.6	-1.8	-2.5	-3.2	-2.1	-0.8	0.5	COc1cc(S(=O)(=O)Nc2ccc(C)cc2)ccc1N=Cc1c(C)c(C#N)c(=O)n(C)c1O
31	13.1	-112.6	15.2	3.2	-131.9	-1.7	-5.1	3.6	9.6	0.2	CCOC(=O)C1=C(c2ccc(OC)cc2)C(=O)c2ccccc2C1=O
32	-1.5	3.7	-13.1	4.0	3.8	-2.1	2.3	2.1	1.9	0.0	CCOc1ccc(OCC)c(NC(=O)CCS(=O)(=O)c2ccc(Br)s2)c1
33	-3.9	1.9	5.9	-9.5	0.9	-2.2	-4.6	1.9	-2.6	0.5	Cn1c(SCc2cccc3ccccc23)nnc1-c1ccco1
34	9.1	-39.0	3.7	-4.4	-48.7	0.4	0.3	-7.7	-6.6	2.3	CN(C)CCNc1nc(-c2ccccc2)c2c(c1C#N)CC(C)(C)OC2
35	0.1	1.8	-1.0	0.4	3.4	1.8	-0.8	1.9	-11.4	-0.1	Cc1cccc(OCc2nc(-c3ccccn3)n[nH]2)c1
36	6.6	-1.1	-1.1	-1.6	-3.0	20.3	5.0	-3.7	-12.8	-0.4	CCOC(=O)[C@]12CCC=C1N(Cc1cccc3ccccc13)C(=O)[C@H](CC(=O)NCc1cccc3ccccc13)C2
37	-1.4	-3.6	-0.1	9.3	-11.8	-1.7	-3.3	6.4	-7.7	1.1	CCOc1cc(C(c2c(O)nc(SC)[nH]c2=O)c2c(O)nc(SC)[nH]c2=O)ccc1O
38	3.1	-40.1	0.0	-0.5	-59.7	0.9	1.0	1.9	-4.1	-0.5	c1cncc(-c2nc(-c3ccc4c(c3)OCCO4)cs2)c1
39	-7.5	1.9	-2.2	3.1	3.5	-2.0	-3.8	-0.9	-10.9	0.4	O=C(Nc1cnn(Cc2ccc(Cl)c(Cl)c2)c1)c1nc2ncccn2n1
40	-7.7	-2.9	4.9	6.8	-9.9	1.1	5.0	4.0	-0.3	-0.6	CCOC(=O)CSc1nc(N2CCOCC2)c2c(c1C#N)CC(C(C)C)OC2 (configuration not stated)
41	5.7	1.2	5.0	-8.2	-1.7	0.0	-4.8	-3.7	3.0	-0.3	CC(NC(=O)COC(=O)c1ccc2ccccc2n1)C1CC2CCC1C2 (configuration not stated)
42	9.7	8.4	-2.0	3.9	-4.4	5.0	-3.8	-8.3	15.8	-0.4	Cc1ccnc(SCCn2c(N3CCC(C)CC3)nc3c2c(=O)[nH]c(=O)n3C)n1
43	0.8	0.7	3.7	-2.2	0.8	-2.4	1.3	2.8	3.2	0.5	Fc1ccc(C2CC(c3ccccc3)Nc3ncnn32)cc1 (configuration not stated)
44	10.3	-0.6	5.2	7.9	-6.5	-0.4	-7.3	0.0	-18.5	-0.2	C[C@@H](NC(=O)Cn1cnc2c(NCc3ccccc3)ncnc21)c1cccc2ccccc12
45	-9.7	-0.4	1.8	2.0	1.7	2.2	-3.9	1.0	2.0	-0.4	O=C1C2C3C=CC(CC3)C2C(=O)N1/N=C/c1c[nH]c2ccccc12 (configuration not stated)
46	3.2	0.8	-6.3	0.6	2.1	-2.7	-4.1	4.1	1.0	-0.4	NC(=O)C1(N2CCCCC2)CCN(C(=S)Nc2cc(F)cc(F)c2)CC1

Bioassay records (PubChem BioAssay)
